Assay outcomes from PubChem.
IL1B NFkB pot = enhances IL-1B driven NFkB nuclear translocation; HUVEC IL-1B NFkB p65 nuclear translocation imaging; activation, % at 2 µM; actives 0.3% (n = 94,000); AID 819;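 active = activation above 40%, about the mean plus 3 SD, also judged a hit on visual image review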;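 note: percent activation is computed from the nuclear over cytoplasmic p65 intensity ratio; values of inactives mirror those of a sister screen read the other way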
Bcl-B TR3 displacers = displacers of TR3 peptide from Bcl-B, primary screen, selectivity assay for Bfl-1 inhibitor project, biochemical, fluorescence polarization; one-dose displacement, % at 20 µM; IC50 in µM for titrated hits; actives 0.11% (n = 96,000); AID 748; FP displacement of FITC-TR3 peptide from Bcl-B; higher % means a stronger effect;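 active = displacement above 50% at 20 µM plus a fluorescence interference ratio under 1.5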;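 note: plate controls were wells without compound for no effect and wells lacking Bcl-B protein for full effect; a part of the inactive calls stands beside numbers as strong as those of hits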
MRP resist rev = compounds reversing MRP-mediated drug resistance; H69AR cells + 2 uM doxorubicin, CellTiter-Glo, 72 h; differential viability (reversal), % at 10 µM; actives 0.04% (n = 85,000);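 active = viability drop by adding the cancer drug above about 55%, with treated viability meeting a 40% cutoff, limit read from the data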;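 note: viability without doxorubicin minus viability with 2 µM doxorubicin for each compound; larger differential means the compound sensitizes cells more to doxorubicin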
NFkB transloc inh = blocks IL-1B driven NFkB nuclear translocation in HUVEC cells; HUVEC IL-1B NFkB p65 nuclear translocation imaging; inhibition, % at 2 µM; actives 0.43% (n = 94,000);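 active = inhibition above about 30% together with a positive call from visual inspection of the well image, limit read from the data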;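 note: nuclear over cytoplasmic p65 intensity ratio measured by imaging; 0% = IL-1B stimulated DMSO wells and 100% = unstimulated DMSO wells; values of inactives mirror those of a sister screen read the other way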
PLAP inhibition = PLAP enzyme inhibitors, biochemical, luminescence, HTS (AID 690); one-dose inhibition, % at 20 µM; IC50 in µM for titrated hits; purified PLAP, luminescent substrate; higher % means a stronger effect; actives 0.08% (n = 96,000); in the data active = a potency from the dose series; inactive = the rest, 99 in 100 with inhibition below about 30%; note: strong numbers were not always called active
MRP resist rev cytotoxicity = second read-out of MRP resist rev, no call of its own (marks repeat the call); viability, %; H69AR cells, CellTiter-Glo, 72 h; measured here: cytotoxicity without doxorubicin
MRP resist rev with doxorubicin = second read-out of MRP resist rev, no call of its own (marks repeat the call); viability, %; measured here: viability with 2 uM doxorubicin; hits give low values
NFkB transloc inh cell count 2 µM = second read-out of NFkB transloc inh, no call of its own (marks repeat the call); cell count; measured here: cells passing quality filter;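 raw number of nuclei counted in each imaged well without normalization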
IL1B NFkB pot cell count 2 µM = further read-out of IL1B NFkB pot, marked with its call; cell count; measured here: cells passing quality filter
The depositor's hits bear a star; / = not tested or not shown. Not all compounds are listed; rates above refer to the full screens.

SMILES	IL1B NFkB pot	IL1B NFkB pot cell count 2 µM	Bcl-B TR3 displacers	MRP resist rev	MRP resist rev cytotoxicity	MRP resist rev with doxorubicin	NFkB transloc inh	NFkB transloc inh cell count 2 µM	PLAP inhibition
CCN(CC)C(=O)CSc1nnc(-c2ccccc2)n1-c1ccccc1	-38	79	0%	23	84	60	38*	79*	-9%
CC1CCN(S(=O)(=O)c2ccc3c(c2)CCN3C(=O)CCC(=O)O)CC1	-4	106	-5%	-6	91	97	4	106	-19%
C=CCn1c(SCCOc2ccccc2)nnc1C(C)NC(=O)c1ccccc1 (configuration not stated)	3	149	1%	11	85	74	-3	149	-51%
CN(c1ccc(C(=O)N2CCCCC2)cc1)S(C)(=O)=O	9	101	-10%	15	102	88	-9	101	-1%
C(=N\N1CCN(C2c3ccccc3-c3ccccc32)CC1)/c1cccnc1	9	173	-10%	/	/	/	-9	173	-21%
COC(=O)c1ccccc1OCC(=O)N1CCN(c2ccc(OC)cc2)CC1	-2	137	-14%	/	/	/	2	137	5%
O=c1c2ccccc2ncn1C1CCCCC1	-2	120	-2%	-3	98	101	2	120	-9%
CN1C(=O)/C(=C/c2ccccc2OCc2ccccc2F)NC1=S	-4	179	-2%	/	/	/	4	179	4%
CCOC(=O)c1cn2c3c(c(F)c(F)cc3c1=O)SC(N1CCOCC1)=N2	-4	135	/	-22	67	89	4	135	/
CCOC(=O)C1CCN(Cc2c(F)cccc2Cl)CC1	6	119	-6%	/	/	/	-6	119	-2%
COCCCNC(=O)CCc1ccc(S(=O)(=O)Nc2ccc(C)cc2)cc1	1	196	-4%	3	97	94	-2	196	10%
CC(NC(=O)Cc1c(F)cccc1Cl)C1CCCO1 (configuration not stated)	16	163	-8%	-2	92	94	-16	163	16%
COCCCn1c(SCc2nnc(-c3ccc(OC)c(OC)c3)o2)nnc1-c1ccncc1	-4	172	/	14	82	68	4	172	/
Cn1c(SCC(=O)N2CCCc3ccccc32)nnc1-c1ccco1	2	151	10%	-8	94	102	-2	151	-1%
CC(C)n1c(NCc2nc3ccccc3n2C)nc2ccccc21	-6	139	-12%	9	94	86	6	139	-94%
Brc1ccc(C2=CC(c3cccs3)n3ncnc3N2)cc1 (configuration not stated)	-8	161	103%	-1	81	83	8	161	-4%
c1ccc(CCc2nn3c(C4COc5ccccc5O4)nnc3s2)cc1 (configuration not stated)	-5	175	0%	3	91	87	5	175	-23%
CCOC(=O)N1CCN(C(=O)CSCC(=O)Nc2nc(-c3ccc(-c4ccccc4)cc3)cs2)CC1	-2	54	-4%	0	1	1	2	54	-53%
Cc1cc(NC(=O)CSc2nnc(-c3ccco3)n2CC2CCCO2)no1 (configuration not stated)	/	/	-1%	5	95	90	/	/	8%
Cc1sc(NC(=O)c2cccc([N+](=O)[O-])c2)c(C(N)=O)c1-c1ccc(C(C)(C)C)cc1	0	143	1%	/	/	/	0	143	2%
CCOc1cc(C(=S)N2CCCCC2)ccc1OS(=O)(=O)c1ccc(Cl)cc1	1	169	2%	/	/	/	-1	169	-2%
Cc1cccc2c1NC(C)CC2C (configuration not stated)	29	189	-4%	-11	103	114	-29	189	-10%
COC(=O)c1ccccc1NC(=O)Cn1cnc2c(cnn2-c2ccccc2)c1=O	-7	122	-15%	-6	62	68	7	122	10%
CCCN1C(=O)c2cc(C(=O)Nc3ccccc3CC)ccc2C1O (configuration not stated)	2	75	0%	9	98	89	-2	75	9%
CC(=O)c1ccc(Oc2ccc(C(C)=O)cc2)cc1	-6	103	-1%	/	/	/	6	103	-6%
CCOC(=O)CC(NS(=O)(=O)c1ccc(NC(C)=O)cc1)c1ccc(OCC)cc1 (configuration not stated)	26	171	/	-1	88	89	-26	171	/
O=C(CCC(=O)Nc1ccccc1)N/N=C/c1ccco1	-8	162	-1%	/	/	/	8	162	/
O=C(NCC(=O)N(c1cccnc1)C(C(=O)NC1CCCCC1)c1cccnc1)c1ccco1 (configuration not stated)	7	161	3%	6	102	96	-7	161	-26%
COc1cccc(N2C(=O)CC(N3CCC(c4nc5ccccc5[nH]4)CC3)C2=O)c1 (configuration not stated)	-10	79	0%	14	91	77	10	79	-31%
CCCC(=O)Nc1ccc(Cl)c(NC(=O)c2ccc(Br)o2)c1	7	116	-3%	-30	28	58	-7	116	-2%
Cc1nnc(SC(C)C(=O)Nc2ccc3c(c2)OCCO3)s1 (configuration not stated)	25	149	-6%	8	103	95	-25	149	-14%
COc1cccc(-c2cc(C(=O)N3CCN(c4ncccn4)CC3)c3ccccc3n2)c1	/	/	-12%	-11	19	30	/	/	-53%
Cc1cccc(-c2nnc3sc(-c4ccccc4)nn23)c1	-12	128	12%	-15	62	77	12	128	-20%
CCCCN(C)CCNC(=O)c1c[nH]c2ccc(S(=O)(=O)N(CC)CC)cc2c1=O	-7	100	7%	12	99	86	7	100	-33%
Cc1oc(-c2cccs2)nc1CS(=O)CC(=O)NCCc1ccccc1 (configuration not stated)	6	183	-8%	-5	88	93	-6	183	-34%
C=CCn1c(Cc2csc(N)n2)nnc1SCC(=O)OCC	-4	102	-1%	12	105	93	4	102	11%
CCCOc1cccc(CN2CCCCC2c2cccnc2)c1 (configuration not stated)	-4	207	8%	0	85	85	4	207	-64%
COc1ccc(NC(=O)C2CCCCN2CC(=O)OCc2ccccc2)cc1OC (configuration not stated)	16	152	-3%	-3	93	96	-16	152	-68%
COC(=O)c1cc(Cl)c(NC(=O)/C=C/c2ccc(Cl)cc2)cc1OC	19	144	1%	/	/	/	-19	144	11%
O=C(Nc1ccc(S(=O)(=O)Nc2nccc(C3Cc4ccccc4C(=O)O3)n2)cc1)c1ccccc1 (configuration not stated)	7	96	-3%	16	102	87	-7	96	-34%
CCOC(=O)c1[nH]c2ccc(OC)cc2c1N=CN(C)C	-1	182	-13%	13	96	82	1	182	0%
Cc1cccc(OCCCCc2c(C)n[nH]c2C)c1	30	181	-2%	7	97	90	-30	181	-56%
CCN1CCN(CC(=O)Nc2nc3ccc(OC)cc3s2)CC1	-2	140	5%	/	/	/	2	140	-4%
CCN(CC)CCCn1c(=S)[nH]c2cc(Cl)ccc2c1=O	0	23	-6%	10	89	80	0	23	-41%
COc1ccccc1C(=O)Nc1nc(-c2cccs2)c(NC(C)=O)s1	-3	182	6%	-16	85	101	2	182	-3%
CC(C)(C)n1nc2c(c1NC(=O)c1ccc(S(=O)(=O)N3CCCC3)cc1)CS(=O)C2 (configuration not stated)	2	208	-3%	-2	94	96	-2	208	-17%
O=C(CN1CCN(C(=O)N2CCCCC2)CC1)Nc1ccc(F)cc1	-10	98	-6%	11	90	79	10	98	-18%
NS(=O)(=O)c1ccc(-n2nncc2C23CC4CC(CC(C4)C2)C3)cc1	2	91	-4%	-1	95	97	-2	91	-26%
Cc1ccc(CN2C(=O)CCC2C(=O)NCCCN2CCCCC2C)cc1 (configuration not stated)	10	118	-6%	10	113	103	-10	118	-10%
O=C(c1cnc2n(c1=O)CCS2)N(c1ccccc1)C1CCCCC1	-8	90	-3%	17	100	83	10	90	-9%
C(=C\c1ccccc1)/CN1CCN(c2ncnc3c2oc2ccccc23)CC1	40*	126*	-2%	-2	92	95	-40	126	-49%
N#Cc1ccc(N2CCN(c3ccc(F)cc3)CC2)cc1	4	170	/	-2	87	89	-4	170	/
O=S(=O)(c1ccc2c(c1)OCCO2)N1CCC(c2nc3ccccc3s2)CC1	19	124	2%	6	102	96	-19	124	13%
Cn1cnnc1SCC(=O)c1ccc(OC(F)F)cc1	-4	172	-1%	/	/	/	4	172	13%
CN(C)c1ccc(NC(=O)c2ccc(COc3cccc(Cl)c3)o2)cc1	-3	62	13%	-18	68	86	3	62	-46%
O=C1NC(c2ccccc2)=C(c2nc3ccccc3s2)C(c2ccc(O)cc2)N1 (configuration not stated)	-19	140	-6%	/	/	/	19	140	-51%
O=c1[nH]c2ccc(S(=O)(=O)N3CCCCC3)cc2[nH]1	-4	201	17%	4	95	92	4	201	-12%
Cc1nn(-c2ccccn2)c2c1C(c1ccncc1)C1=C(CC(C)(C)CC1=O)N2 (configuration not stated)	5	203	-2%	/	/	/	-5	203	-80%
CC1Cc2nc(SCC(=O)Nc3ccc(F)cc3F)n(C)c(=O)c2S1 (configuration not stated)	9	162	-2%	13	83	69	-9	162	4%
COc1ccc(Cl)cc1S(=O)(=O)Oc1ccc(NC(C)=O)cc1	14	137	/	-7	81	88	-14	137	/

Going on with the list:
SMILES	IL1B NFkB pot	IL1B NFkB pot cell count 2 µM	Bcl-B TR3 displacers	MRP resist rev	MRP resist rev cytotoxicity	MRP resist rev with doxorubicin	NFkB transloc inh	NFkB transloc inh cell count 2 µM	PLAP inhibition
c1ccc(-n2cnnc2SCc2nc3ccccc3s2)cc1	20	212	-56%	-5	87	92	-20	212	18%
Brc1cc(Br)c2nc(-c3ccc(N4CCOCC4)cc3)ccc2c1	/	/	-31%	/	/	/	/	/	-21%
O=c1c2ccccc2c(C=NCCc2ccccc2)c(O)n1Cc1ccccc1	8	141	-50%	-4	78	82	-8	141	20%
O=C(Cn1nc(-c2cccc(Cl)c2)ccc1=O)Nc1cccnc1	/	/	-4%	-6	94	100	/	/	-6%
COc1ccccc1NC(=S)NCCc1c[nH]c2ccccc12	8	207	3%	/	/	/	-8	207	19%
CCCn1c2ccccc2c2nnc(SCC(=O)Nc3nnc(CC(=O)OCC)s3)nc21	/	/	5%	-21	57	78	/	/	-3%
CCOC(=O)C1=C(CN2CCC(C)CC2)NC(=O)NC1c1ccc(Cl)cc1 (configuration not stated)	12	154	-2%	12	102	90	-12	154	26%
Cc1cccc(N2CCN(C(=O)C(NS(=O)(=O)c3cccs3)c3ccccc3)CC2)c1C (configuration not stated)	9	51	-18%	5	46	41	-9	51	-70%
CC1=C(Sc2nc3ccccc3[nH]2)C(=O)NC(C)(C)C1	-5	142	1%	4	91	87	5	142	18%
COc1ccc(C(C)NC(=O)c2ccccc2)cc1 (configuration not stated)	-26	158	3%	9	101	93	26	158	1%
CC(=O)Cc1nsc(NC(=O)c2ccc(-c3ccc(Cl)cc3Cl)o2)n1	5	135	9%	-25	43	68	-5	135	-3%
O=C(CSc1nnc(CCc2nc3ccccc3[nH]2)n1-c1ccccc1)NCc1ccco1	15	160	-11%	-7	87	94	-15	160	-102%
NC(=O)CC12CC3CC(C1)CC(CC(N)=O)(C3)C2	39	149	2%	-4	97	101	-39	149	22%
COc1ccc(-n2nc(C(=O)O)nc2-c2ccccc2)cc1	4	180	20%	/	/	/	-4	180	-26%
S=C1SCN(Cc2ccccn2)CN1Cc1ccco1	25	83	-3%	/	/	/	-25	83	-5%
COc1ccc(-c2nc3scc(-c4ccccc4)n3n2)cc1	1	138	-8%	-27	31	59	-1	138	-50%
O=C(COc1ccccc1Cl)NC(=O)NC1CCCC1	8	131	1%	2	100	98	-8	131	26%
Cc1cc(OC(=O)c2cc(Cl)nc3ccccc23)ccc1Cl	23	163	0%	/	/	/	-23	163	12%

3 entries drawn at random from those above, as already listed:
SMILES	IL1B NFkB pot	IL1B NFkB pot cell count 2 µM	Bcl-B TR3 displacers	MRP resist rev	MRP resist rev cytotoxicity	MRP resist rev with doxorubicin	NFkB transloc inh	NFkB transloc inh cell count 2 µM	PLAP inhibition
S=C1SCN(Cc2ccccn2)CN1Cc1ccco1	25	83	-3%	/	/	/	-25	83	-5%
O=C(COc1ccccc1Cl)NC(=O)NC1CCCC1	8	131	1%	2	100	98	-8	131	26%
O=C(CSc1nnc(CCc2nc3ccccc3[nH]2)n1-c1ccccc1)NCc1ccco1	15	160	-11%	-7	87	94	-15	160	-102%

Seven entries from above, arranged by the number in IL1B NFkB pot cell count 2 µM, ascending.
smiles	IL1B NFkB pot	IL1B NFkB pot cell count 2 µM	Bcl-B TR3 displacers	PLAP inhibition
O=C(COc1ccccc1Cl)NC(=O)NC1CCCC1	8	131	1%	26%
CC1=C(Sc2nc3ccccc3[nH]2)C(=O)NC(C)(C)C1	-5	142	1%	18%
CCOC(=O)C1=C(CN2CCC(C)CC2)NC(=O)NC1c1ccc(Cl)cc1 (configuration not stated)	12	154	-2%	26%
COc1ccc(C(C)NC(=O)c2ccccc2)cc1 (configuration not stated)	-26	158	3%	1%
O=C(CSc1nnc(CCc2nc3ccccc3[nH]2)n1-c1ccccc1)NCc1ccco1	15	160	-11%	-102%
Cc1cc(OC(=O)c2cc(Cl)nc3ccccc23)ccc1Cl	23	163	0%	12%
COc1ccccc1NC(=S)NCCc1c[nH]c2ccccc12	8	207	3%	19%
